High-throughput results from PubChem.
Menin MLL FP TR = displaces Texas Red mutant MLL peptide from human menin; 0.23% of 270,000 active; Menin + Texas Red MLL mutant peptide, fluorescence polarization; Potency, µM (series often up to 61.6 µM), for the others: top-dose FP activity change, negative = inhibition, usual class: inhibitors; active = well fitted inhibition curve with a large enough effect in the polarisation, with a control signal flat, not every such curve was filed as active; inconclusive = small, poorly fitted or top-dose-only effect, or effect the other way, or a change in a side signal; inactive = no such curve, though single readings can be large or run the other way; the % refers to the polarisation; note: potency is the fitted concentration of half-maximal effect; % of control where 0% means no effect; many of its hits are not listed in these tables
ELG1 genotox = inducers of genotoxicity in HEK293T ELG1-luciferase cells; HEK293T ELG1-luciferase reporter, luminescence, 16 h; Potency, µM (titrated, usually from 46 µM), for inactives: at the top dose activity change, positive = activation, usual class: activators; 1.3% of 330,000 active; AID 504466; note: potency is the fitted concentration of half-maximal effect; % of control where 0% means no effect; nearly all actives have a fitted effect of over 60% in size
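DMSO vehicle served as control against compound-treated ELG1-luciferase HEK293T cells; exposure lasted 16 hr at 37 °C and 5% CO2, followed by ONE-Glo luminescence detection after 30 min.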
Giardia killer = Giardia lamblia killing; 0.15% of 340,000 active; activity change, % at 7.66 µM, hits read low; Giardia lamblia trophozoite viability; in the data active = activity change below about -80%; inconclusive = between about -30% and that limit;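 note: parasites exposed to compound for two days anaerobically before the ATP read; % is set by controls: 0 for no effect and ±100 for the full control effect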
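Media and compound were dispensed first, then trophozoites at 100 cells/well; plates sat 48 hrs at 37 deg C without oxygen before ATP luminescence reagent was added and read after 15-30 min at room temperature.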
Gal4-VP16 FLuc = inhibits Gal4-VP16 luciferase reporter, ROR gamma counter-screen; Drosophila S2 Gal4-VP16 UAS-luciferase, luminescence, 20 h; Potency, µM (highest dose often 53.6 µM), without a hit: at the top dose activity, negative = inhibition, most hits filed as inhibitors; 3.5% of 310,000 active; AID 2546;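 note: Gal4-VP16 expression switched on by copper sulfate through the metallothionein promoter; potency is the fitted concentration of half-maximal effect; % is set by controls: 0 for no effect and ±100 for the full control effect; nearly all actives have a fitted effect of over 50% in size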
Rab9 promoter act = activates the Rab9 promoter | Huh7 Rab9 promoter-luciferase reporter, luminescence, 24 h | Potency, µM (series often up to 9.22 µM), inactives show at the top dose activation, negative = inhibition, actives largely listed as activators | 2.8% of 320,000 active; note: potency is the fitted concentration of half-maximal effect; % of control where 0% means no effect; nearly all actives have a fitted effect of over 60% in size
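Huh7 cells stably carrying a Rab9 promoter-luciferase reporter, 1500 cells per well in OP-MEM I with 10% FBS, treated with compound 24 hours at 37C. Luciferase activity read by luminescence after 10 minutes with Amplite reagent.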
p53 reactivator = re-activators of mutant p53; H1299 p53-A138V BP100-luciferase reporter, luminescence, 24 h; Potency, µM (titrated, usually from 92.2 µM), for inactives: top-dose activity change, positive = activation, actives largely listed as activators; 0.063% of 320,000 active; AID 504706; note: potency is the fitted concentration of half-maximal effect; % of control where 0% means no effect; nearly all actives have a fitted effect of over 45% in size
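p53-null H1299 cells stably carrying temperature-sensitive p53-A138V and a BP100-luciferase reporter were pinned with compounds (4-point, 1:5 series) and held 24 hrs at 37 deg C. Luminescence was read 10 min after detection reagent.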
BRCA1 expr up = BRCA1 expression activation; MCF7-BRCA1-FFLuc reporter, luminescence, 48 h; response scale: scaled: vehicle 0%, 10 µM genistein 100%; Potency, µM (top dose mostly 46.1 µM), for inactives: at the highest dose activation, most hits filed as activators; AID 624202; 1.1% of 380,000 active; note: potency is the fitted concentration of half-maximal effect; nearly all actives have a fitted effect of over 80% in size; some results filed as inactive show a strong effect at the top dose
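Reporter cells (MCF7, BRCA1 promoter-firefly luciferase) received library compounds across a concentration series for 48 h. End-point luminescence was measured and concentration-effect curves derived after normalization.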
NPC1 prom act = activators of NPC1 promoter; Huh7 NPC1 promoter luciferase reporter, 24 h; Potency, µM (series often up to 9.22 µM), for inactives: at the highest dose activation, hits mostly activators; 2.4% of 320,000 active;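 note: potency is the fitted concentration of half-maximal effect; % of control where 0% means no effect; nearly all actives have a fitted effect of over 60% in size; reporter is driven by a mutant NPC1 promoter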
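NPC1 promoter–luciferase Huh7 cells; 24 h compound; luminescence.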
PKM2 act = activators of human pyruvate kinase M2; 0.34% of 260,000 active; AID 1631; purified PKM2, Kinase-Glo ATP luminescence, activation; response scale: 0% is enzyme alone, no compound; Potency, µM (highest dose often 57.5 µM), for the others: at the top dose activation, actives largely listed as activators; note: potency is the fitted concentration of half-maximal effect; % is set by controls: 0 for no effect and ±100 for the full control effect; nearly all actives have a fitted effect of over 55% in size
Target sequence (P14618 whole entry, looked up): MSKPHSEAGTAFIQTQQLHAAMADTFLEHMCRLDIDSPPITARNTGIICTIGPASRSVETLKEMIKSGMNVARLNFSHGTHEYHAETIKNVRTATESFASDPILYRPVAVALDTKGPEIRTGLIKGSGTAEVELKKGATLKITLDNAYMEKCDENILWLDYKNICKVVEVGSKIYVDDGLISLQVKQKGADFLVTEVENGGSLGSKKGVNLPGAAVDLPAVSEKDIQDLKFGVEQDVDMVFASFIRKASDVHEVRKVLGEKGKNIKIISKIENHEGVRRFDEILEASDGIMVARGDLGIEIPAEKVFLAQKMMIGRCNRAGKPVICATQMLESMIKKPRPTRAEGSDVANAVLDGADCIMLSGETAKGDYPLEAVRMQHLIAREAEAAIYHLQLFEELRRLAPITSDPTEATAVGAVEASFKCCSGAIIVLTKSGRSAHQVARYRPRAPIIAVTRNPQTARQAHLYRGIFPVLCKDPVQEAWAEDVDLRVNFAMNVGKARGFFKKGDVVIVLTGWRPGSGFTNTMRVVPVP
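ATP formation by purified human PK-M2, quantified via coupled luciferase luminescence after 1 h at room temperature with 0.1 mM ADP and 0.5 mM PEP final.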
FLuc modulator = counter-screen for miR-21 project: firefly luciferase inhibitors or activators | Potency, µM (titrated, usually from 57.5 µM), without a hit: at the top dose activity change, negative = inhibition, usual class: inhibitors | AID 588342 | 6.9% of 360,000 active | purified FLuc, Km substrates, luminescence inhibition;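 note: potency is the fitted concentration of half-maximal effect; plate controls were vehicle for no effect and reference inhibitor for full effect; nearly all actives have a fitted effect of over 55% in size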
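Purified P. pyralis luciferase (10nM final) with 10uM D-luciferin and 10uM ATP (Km levels) in 50mM Tris acetate pH 7.5, 10mM Mg acetate, 0.01% Tween-20, 0.05% BSA; qHTS 6-point titration, ~60 µM downward; luminescence read.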
RORgamma inh = ROR gamma (mouse) transcription inhibition. P51450. Drosophila S2 Gal4-RORgamma UAS-luciferase reporter, 20 h. Potency, µM (doses to about 53.6 µM), for inactives: top-dose activity change, negative = inhibition, actives largely listed as inhibitors. 5.4% of 310,000 active. AID 2551; note: potency is the fitted concentration of half-maximal effect; % is set by controls: 0 for no effect and ±100 for the full control effect; nearly all actives have a fitted effect of over 60% in size
Target sequence (P51450 whole entry, looked up, the tested form may be a part): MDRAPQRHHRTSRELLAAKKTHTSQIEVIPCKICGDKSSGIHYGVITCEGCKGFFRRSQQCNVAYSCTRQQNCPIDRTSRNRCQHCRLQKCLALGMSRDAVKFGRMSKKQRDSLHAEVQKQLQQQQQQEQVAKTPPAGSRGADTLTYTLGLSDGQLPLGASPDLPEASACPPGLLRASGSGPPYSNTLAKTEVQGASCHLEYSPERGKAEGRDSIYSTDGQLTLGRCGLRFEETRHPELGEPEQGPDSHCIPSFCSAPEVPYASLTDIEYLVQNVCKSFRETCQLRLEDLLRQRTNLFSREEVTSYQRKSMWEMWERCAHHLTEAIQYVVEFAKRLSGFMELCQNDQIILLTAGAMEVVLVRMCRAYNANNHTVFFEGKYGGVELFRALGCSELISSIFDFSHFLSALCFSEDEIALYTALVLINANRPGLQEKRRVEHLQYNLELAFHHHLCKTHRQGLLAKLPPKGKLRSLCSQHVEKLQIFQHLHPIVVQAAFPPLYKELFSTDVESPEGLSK
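Drosophila Schneider cells stably carrying a metallothionein-driven Gal4 DBD–ROR gamma fusion and a UAS-Photinus luciferase reporter were exposed to compound for 1 hr, then induced with copper sulfate (700 uM final) for 20 hr at ambient temperature before luminescence reading.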
* = called active by the depositor; ? = inconclusive; nt = not tested or not shown; & = joins results of further samples; [ ] = another dose, or the depositor's remark. Unless noted, calls come from the whole dose curve; as a rule, active = well fitted curve in the direction sought with a large enough effect; inconclusive = small, poorly fitted or top-dose-only effect, or another doubt; inactive = no such curve, though single readings can be large; an effect the other way counts as inactive or inconclusive.

SMILES | Menin MLL FP TR | ELG1 genotox | Giardia killer | Gal4-VP16 FLuc | Rab9 promoter act | p53 reactivator | BRCA1 expr up | NPC1 prom act | PKM2 act | FLuc modulator | RORgamma inh
CCOC(=O)C(CC)(CC)/C(C)=N/NC(=O)CC#N | -1% | -2% | 7 | -8% | 2% | -5% | -12% | -4% | -2% | 0% | 3%
CCOCCCNC(C(=O)Nc1ccc(OC)c(Cl)c1)c1ccccc1 (configuration not stated) | -5% | 6% | 65[activator] | -9% | -7% | -6% | -2% | 6% | 1% | 2% | 20%
S=C(NCCc1ccc(Cl)cc1)NCc1ccco1 | ? | -3% | -2 | -21% | 0% | 16% | 28% | 0% | -1% | -2% | 11µM*
CC(=O)N(Cc1ccc(F)cc1)C1=C(NCc2ccccc2)C(=O)c2ccccc2C1=O | -18% | -9% | 34[activator] | ? | -32%[inhibitor] | -14% | -92% | -26% | 1% | -12% | 13µM*
CN(/N=C/c1cc(Cl)ccc1O)C1=NS(=O)(=O)c2ccccc21 | ? | -5% | -3 | -7% | 1% | -6% | -13% | 0% | nt | 0% | -3%
COc1ccc(-c2cc3n(n2)CCc2nc4ccccc4n2-3)cc1 | -19% | 0% | 1 | 2% | -2% | 4% | -68% | 8% | -4% | ? | 23%
O=C(c1cc2ccccc2o1)N1CC=C(c2ccccc2)CC1 | nt | 0% | -17 | -19% | -4% | -2% | 0% | -3% | -6% | ? | 6%
O=C(CN1CCCC1)Nc1ccc(Oc2ccc(NC(=O)CN3CCCC3)cc2)cc1 | ? | 2% | -14 | -7% | 1% | 2% | -41% | 4% | -8% | 0% | -12%
Cc1nc2ccc(Br)cc2c2c1CC(CBr)O2 (configuration not stated) | -3% | -8% | 6 | 1% | 0% | -28% | 7% | 1% | 6%[11.5 µM] | -1% | 23%
O=C(c1cc(F)c(F)cc1Cl)N1CCN(CCc2ccccc2)CC1 | 5% | -2% | -12 | -8% | -1% | nt | 2% | -4% | 1% | 6% | -30%[1.91 µM]
COc1cc(NC(=O)C2CCN(S(=O)(=O)c3ccc(N4CCCC4=O)cc3)CC2)cc(OC)c1 | nt | -3% | -5 | 8% | -2% | 7% | 5% | -4% | nt | 1% | 23%
C/C=C(\C)C(=O)NCCN1C2=NC[C@@H](Cc3ccccc3)N2C[C@H]1Cc1ccc(O)cc1 | -8% | -4% | 3 | -3% | -3% | -4% | 8% | 0% | 0% | -3% | -1%
CC(C)c1ccccc1NC(=O)C1CCCN(C(=O)c2ccc(Cl)cc2)C1 (configuration not stated) | nt | -2% | 0 | nt | -4% | -2% | -20% | -7% | nt | 3% | nt
CCc1cccc(NC(=O)CCS(=O)(=O)c2cccc3nonc23)c1 | 4% | 1% | 0 | 23% | -1% | 5% | 0% | -2% | 11% | 1% | 31%
O=C(Nc1ccc(O)cc1)c1ccc2c(c1)C(=O)N(N1C(=O)c3ccccc3C1=O)C2=O | nt | -2% | -5 | -2% | 0% | ? | -1% | -1% | 1% | -4% | -23%
NC(=O)NC(Cc1ccccc1)C(=O)NCCCSc1ccccc1 (configuration not stated) | 3% | -2% | -19 | 2% | 2% | 1% | 0% | -5% | 3% | -2% | 0%
CCOc1ccc(Cn2c(=O)oc3ccc(C)cc32)cc1OC | -21% | -9% | -4 | -14% | 0% | -4% | -49% | -1% | 0% | 1% | 36%
COc1ccc(Cl)cc1NC(=S)NC(=O)c1ccco1 | nt | 4% | -9 | nt | -9% | 4% | -33% | -18% | nt | ? | nt
c1ccc(Cn2ncc3c(NCc4ccco4)ncnc32)cc1 | 7% | -2% | -1 | -4% | 2% | 4% | -59% | 0% | 14µM* | 1% | 41%
O=C(CN(Cc1ccccc1F)S(=O)(=O)c1ccc(Cl)cc1)NCCCO | 2% | -1% | -11 | 2% | 6% | -2% | 2% | -2% | 1% | 1% | 10%
O=C(C1CCCN(Cc2ccncc2)C1)N1CCc2ccccc2C1 (configuration not stated) | 2% | -2% | -2 | -2% | 4% | -7% | -35% | -5% | 6% | -1% | -8%
O=C(O)CCCCCNC(=O)c1ccncc1 | -10% | 0% | 5 | 2% | 3% | -2% | 0% | -3% | 1% | -1% | -8%
OCCn1c(SCCOc2ccccc2)nc2ccccc21 | -1% | 1% | 20 | -1% | 1% | 2% | 6% | 1% | 5% | -10% | -40%
CCOC(=O)c1c(C)[nH]c(C)c1C(=O)COC(=O)/C=C/c1ccc(OC(F)F)cc1 | 19% | -4% | 3 | -13% | -6% | -7% | -46% | -4% | 9% | -2% | 7%
c1nc(NCCN2CCOCC2)c2sc3nc(N4CCOCC4)c4c(c3c2n1)CCC4 | -19% | -15% | -10 | -5% | -10% | -5% | -18% | 2% | 2% | -12% | 3%

Continuation:
SMILES | Menin MLL FP TR | ELG1 genotox | Giardia killer | Gal4-VP16 FLuc | Rab9 promoter act | p53 reactivator | BRCA1 expr up | NPC1 prom act | PKM2 act | FLuc modulator | RORgamma inh
NS(=O)(=O)c1ccc(NC(=S)NC2CCCCCC2)cc1 | 11% | 5% | -7 | 2% | 1% | 8% | 21% | -5% | -1% | ? | 5%
CCN(CC(=O)NC1CCS(=O)(=O)C1)S(=O)(=O)c1ccc(C)c(C)c1 (configuration not stated) | 5% | 2% | -17 | -15% | -5% | 5% | -10% | 1% | -17% | -6% | 39%
O=C(c1ccc(Cl)c(Cl)c1)N1CCN(c2ccccn2)CC1 | -9% | -4% | -5 | 0% | -1% | -13% | -16% | -2% | -4%[11.5 µM] | 0% | 14%
CN(C)c1ccc(N=Cc2nc(-c3ccccc3)oc2OC(=O)c2ccccc2)cc1 | 9% | ? | 1 | -3% | ? | ? | 87% | ? | -15% | ? | -18%
CC1(C)CC(=O)C(C=NCCN2CCN(C3CC(=O)N(c4cccc(Br)c4)C3=O)CC2)=C(O)C1 (configuration not stated) | -5% | -6% | -17 | -16% | -5% | -1% | -10% | -2% | -2% | 0% | -7%
Cn1cc(Cl)c(C(=O)OCC(=O)Nc2ccc(S(N)(=O)=O)cc2)n1 | 10% | 1% | 2 | 6% | 11% | 5% | 2% | -2% | -1% | 2% | -14%
CCc1cccc(C)c1NC(=O)C1CC=CCC1C(=O)O (configuration not stated) | -1% | 1% | -7 | -7%[10 µM] | ? | 14% | 7% | 3% | -6% | -1% | -3%
O=C(C1CCN(S(=O)(=O)c2ccc(Br)s2)CC1)N1CCN(c2ccccc2)CC1 | 0% | -17% | -8 | -3% | 0% | 3% | -45% | 7% | 2% | 1%&-1% | 62%
CCn1c(/C(C#N)=N/O)nc2ccccc21 | -6% | -4% | 9 | ? | 1% | -7% | -2% | 0% | -14% | 0% | 8.9µM*
CC(O)CCC(=O)NNC(=S)Nc1ccccc1 (configuration not stated) | 12% | 0% | 1 | 0% | 7% | -1% | 3% | 0% | -4% | -2% | -30%
O=C(O)c1cccc(S(=O)(=O)Nc2ccc(S(=O)(=O)N3CCOCC3)cc2)c1 | 2% | 4% | -13 | 1% | 12% | 0% | -5% | 3% | 0% | -13% | 10%
CC(NS(=O)(=O)c1ccc(OCC(=O)N2CCCC2)cc1)c1ccccc1 (configuration not stated) | 0% | 0% | -5 | -26% | 2% | 1% | 0% | -4% | -10% | 2% | -17%
COc1ccc(CCNC(=O)CSc2nc3c(c(=O)n(C)c(=O)n3C)n2C)cc1OC | -6% | -2% | -5 | -8% | -3% | 6% | -1% | -1% | -13% | 5% | 12%
CCN1CCN(CC(=O)N/N=C/c2cc(Br)cs2)CC1 | -1% | -1% | 34[activator] | -17% | 1% | -10% | 3% | -5% | 0% | 0% | -9%
O=C(c1ccccc1)c1cc2ccccc2oc1=O | 18% | 10% | ? | ? | 13% | 21% | 53% | 16% | nt | -12% | -22%
Cc1cc(NC(=O)CCC(=O)N(c2ccccc2)C(C(=O)NCC2CCCO2)c2cccnc2)no1 (configuration not stated) | 4% | -3% | 20 | 3% | -7% | -7% | 0% | -1% | -4% | -7% | -10%
CSc1ccc(CNC(=O)C2Cc3cc(S(=O)(=O)N4CCCC4)ccc3N2C(C)=O)cc1 (configuration not stated) | nt | 3% | 0 | 7% | -1% | -7% | 1% | -1% | nt | -2% | 28%
CC1CCC2(CC1)NC(=O)N(CC(=O)NCCc1ccc(F)cc1)C2=O (configuration not stated) | nt | -2% | 0 | nt | 4% | 5% | -14% | -3% | nt | 0% | nt
CC1(OC(=O)CCc2ccccc2)C(=O)C=C2C=C(c3ccc(C#N)cc3)N(C(CO)CO)C=C2C1=O (configuration not stated) | -20%[11.7 µM] | 0% | 56[activator] | 3% | -1% | 4% | -5% | -1% | -3%[11.5 µM] | -3% | -15%

Some of the compounds tested (hit frequency here may not be typical).
